All columns: NCI-60 one-dose screen, growth in % after 48 h at 10 µM unless noted; 100 = growth as untreated, 0 = no growth, -100 = all killed.
HOP-62 – HOP-62 NSCLC | AID 1794735 | actives 3.9% (n = 80,000)
EKVX – EKVX NSCLC | actives 3% (n = 71,000) | AID 1794765
CCRF-CEM – CCRF-CEM leukemia. actives 7% (n = 77,000). AID 1794778
A549/ATCC – A549/ATCC NSCLC. actives 3.7% (n = 81,000). AID 1794740
UACC-62 – UACC-62 melanoma. actives 5.4% (n = 81,000)
HOP-92 – HOP-92 NSCLC cells | actives 6.3% (n = 71,000)
M14 – M14 melanoma. actives 6.2% (n = 80,000)
RPMI-8226 – RPMI-8226 leukemia cells; actives 7.5% (n = 77,000)
Starred values were filed as active, the others as inactive. Rule for the calls: active = growth percent below 10; inactive = the rest.

What do the screens show for `C=C(C)c1cc2c(cc1O)OCC2C` (configuration not stated)?
HOP-62: 98; EKVX: 94; CCRF-CEM: 93; A549/ATCC: 84; UACC-62: 100; HOP-92: 90; M14: 105; RPMI-8226: 91

What do the screens show for `CN(Cc1ccccc1)CC1CCCCC1=O` (configuration not stated)?
HOP-62: 94; EKVX: 99; CCRF-CEM: 102; A549/ATCC: 101; UACC-62: 108; HOP-92: 118; M14: 101; RPMI-8226: 99

How did Cc1cc(C)c(C2=NO[C@H]3c4ccccc4OC[C@@H]23)c(C)c1 do in these assays?
HOP-62: 93; A549/ATCC: 93; UACC-62: 99; HOP-92: 90; M14: 88; RPMI-8226: 98

How did C=C1CCC2C3(C)COC(C)(C)OC3CCC2(C)C1C/C=C1/C(=O)OCC1OC(C)=O (configuration not stated) do in these assays?
HOP-62: 112; EKVX: 53; A549/ATCC: 62; UACC-62: 42; HOP-92: 123; M14: 19; RPMI-8226: -42*

How did COc1cc2oc(-c3cccc(C(=O)Nc4ccc(Cl)cc4)c3)cc(=O)c2c(OCCNC(=O)[C@H](CCC(=O)OC(C)(C)C)NC(=O)OC(C)(C)C)c1OC do in these assays?
HOP-62: 95; EKVX: 91; CCRF-CEM: 95; A549/ATCC: 93; UACC-62: 82; HOP-92: 84; M14: 106; RPMI-8226: 78

How did C=C(C)[C@@H]1CC=C2c3sc(Nc4ccc(F)cc4)nc3C[C@@H](C)[C@]2(C)C1 do in these assays?
HOP-62: 102; EKVX: 93; CCRF-CEM: 85; A549/ATCC: 103; UACC-62: 87; HOP-92: 97; M14: 95; RPMI-8226: 90

How did Nc1ccccc1-c1cc2c(c3c1[nH]c1ccccc13)-c1ccccc1CC2 do in these assays?
HOP-62: 89; CCRF-CEM: 71; A549/ATCC: 72; UACC-62: 76; HOP-92: 106; M14: 78; RPMI-8226: 91

How did O=c1oc(NCn2c(=O)[nH]c3ccccc3c2=O)nc2ccccc12 do in these assays?
HOP-62: 109; EKVX: 104; CCRF-CEM: 95; A549/ATCC: 103; UACC-62: 102; HOP-92: 112; M14: 110; RPMI-8226: 103

How did COC(=O)c1c(C)c2n(c1C)C(=O)C(c1ccccc1)=C2 do in these assays?
HOP-62: 73; EKVX: 10; CCRF-CEM: 93; A549/ATCC: 40; UACC-62: 59; HOP-92: 66; M14: 86; RPMI-8226: 88

Results for CCCN(CCC)CC(O)c1cc2cc(C(F)(F)F)cc(C(F)(F)F)c2c2cc(Cl)c(Cl)cc12 (configuration not stated) ?
HOP-62: 108; EKVX: 92; CCRF-CEM: 107; A549/ATCC: 63; UACC-62: 77; HOP-92: 64; M14: 107; RPMI-8226: 96

How did O=C(c1c[nH]c(=O)c(-c2ccccc2)c1)c1ccccc1O do in these assays?
HOP-62: 86; EKVX: 95; CCRF-CEM: 100; A549/ATCC: 94; UACC-62: 81; HOP-92: 70; M14: 105; RPMI-8226: 95

Results for Nc1nonc1-c1nc2ccccc2n1Cc1nn[nH]n1 ?
HOP-62: 107; CCRF-CEM: 101; A549/ATCC: 98; UACC-62: 101; HOP-92: 94; M14: 97; RPMI-8226: 106

Results for COc1ccc(C2CC(=O)Nc3c(-c4ccc(F)cc4)nsc32)cc1 (configuration not stated) ?
HOP-62: 107; CCRF-CEM: 86; A549/ATCC: 88; UACC-62: 92; HOP-92: 94; M14: 106; RPMI-8226: 76

What do the screens show for `O=C(Cn1nc(-c2ccccc2)cc(Cc2ccc(F)cc2)c1=O)c1ccccc1`?
HOP-62: 89; EKVX: 63; CCRF-CEM: 96; A549/ATCC: 65; UACC-62: 68; HOP-92: 67; M14: 92; RPMI-8226: 85

What do the screens show for `COC(=O)c1ccccc1NC(=O)CCl`?
HOP-62: 116; UACC-62: 91; M14: 107; RPMI-8226: 104

Results for CCOC(=O)c1nnn(-c2no[n+]([O-])c2-c2ccccc2)c1COc1ccc(Br)c2cccnc12 ?
HOP-62: 90; EKVX: 71; CCRF-CEM: 91; A549/ATCC: 97; UACC-62: 84; HOP-92: 86; M14: 96; RPMI-8226: 80

What do the screens show for `O=C(NCc1ccc(Cl)cc1Cl)C1COC(=O)N1c1cccs1` (configuration not stated)?
HOP-62: 94; EKVX: 94; CCRF-CEM: 98; A549/ATCC: 89; HOP-92: 85; M14: 97; RPMI-8226: 93

What do the screens show for `CCOC(=O)c1ccc(-n2nc(C(=O)NCCCCCC(=O)O)nc2-c2ccccc2)cc1`?
HOP-62: 107; EKVX: 98; CCRF-CEM: 103; A549/ATCC: 92; UACC-62: 103; HOP-92: 96; M14: 106; RPMI-8226: 115

How did N#C/C(=C/N1C(=O)/C(=C/c2ccc([N+](=O)[O-])cc2)SC1=S)C(N)=O do in these assays?
HOP-62: 88; EKVX: 102; CCRF-CEM: 100; A549/ATCC: 79; UACC-62: 85; HOP-92: 58; M14: 98; RPMI-8226: 79

How did Cc1[nH]c2ccccc2c(=O)c1-c1ccccc1 do in these assays?
HOP-62: 109; EKVX: 105; CCRF-CEM: 113; A549/ATCC: 104; UACC-62: 92; HOP-92: 97; M14: 111; RPMI-8226: 109

How did Cc1ccc(NC(=O)Nc2nc3ccc([N+](=O)[O-])cc3s2)cc1 do in these assays?
HOP-62: -4.3*; EKVX: 4.0*; CCRF-CEM: 14; A549/ATCC: 5.0*; UACC-62: 9.5*; HOP-92: -33*; M14: 7.2*; RPMI-8226: 2.1*

Results for O=C(COC(=O)[C@H](C[Se][Se]C[C@H](NC(=O)c1ccc(Br)cc1F)C(=O)OCC(=O)c1ccc(F)cc1)NC(=O)c1ccc(Br)cc1F)c1ccc(F)cc1 ?
HOP-62: -6.3*; EKVX: -70*; CCRF-CEM: -56*; A549/ATCC: -41*; UACC-62: -4.1*; M14: -65*; RPMI-8226: -44*

How did COC(=O)c1cc2c3ccccc3oc(=O)c2c2nc3ccccc3n12 do in these assays?
HOP-62: 90; EKVX: 98; CCRF-CEM: 102; A549/ATCC: 103; UACC-62: 82; HOP-92: 100; M14: 100; RPMI-8226: 102

How did CCOC(=O)CC[C@H](NC(=O)c1ccc(NC(=O)Cn2cnc3c(c(C)nn3-c3ccc(Cl)cc3)c2=O)cc1)C(=O)OCC do in these assays?
HOP-62: 97; EKVX: 93; CCRF-CEM: 83; A549/ATCC: 97; UACC-62: 92; HOP-92: 72; M14: 95; RPMI-8226: 93

How did CCCCOC(=O)c1cc(=O)[nH]c(=O)[nH]1 do in these assays?
HOP-62: 95; EKVX: 99; CCRF-CEM: 108; A549/ATCC: 89; UACC-62: 107; HOP-92: 98; M14: 103; RPMI-8226: 106

What do the screens show for `O=c1c(Nc2ccccc2)c(Nc2ccccc2)c1=O`?
HOP-62: 102; EKVX: 93; CCRF-CEM: 102; A549/ATCC: 103; UACC-62: 94; HOP-92: 104; M14: 103; RPMI-8226: 108

What do the screens show for `C=CCSc1ncnc2nc[nH]c12`?
HOP-62: 100; EKVX: 113; CCRF-CEM: 122; A549/ATCC: 103; UACC-62: 92; HOP-92: 93; M14: 110; RPMI-8226: 103

How did NC(CSC1(c2ccc(F)cc2)c2ccccc2-c2ccccc21)C(=O)O (configuration not stated) do in these assays?
HOP-62: 102; CCRF-CEM: 94; A549/ATCC: 95; UACC-62: 96; HOP-92: 58; M14: 107; RPMI-8226: 96

What do the screens show for `CCCOC(=O)CCC(C)=O`?
HOP-62: 87; EKVX: 100; CCRF-CEM: 110; UACC-62: 100; HOP-92: 109; M14: 104; RPMI-8226: 115

Results for COc1ccc(/C=C2\N=C(c3ccccc3)N(c3ccc(-c4nc5ccc(C)cc5s4)cc3)C2=O)cc1 ?
HOP-62: 99; CCRF-CEM: 62; A549/ATCC: 70; UACC-62: 73; HOP-92: 82; M14: 99; RPMI-8226: 69

How did COc1cc(C2CC(c3cc(C)ccc3C)=NN2c2ccc(S(=O)(=O)NC(=O)NCc3ccccc3)cc2)cc(OC)c1OC (configuration not stated) do in these assays?
HOP-62: 74; CCRF-CEM: 55; A549/ATCC: 26; UACC-62: 68; HOP-92: 81; M14: 45; RPMI-8226: 31

Results for O=C1CC(NCCO)C(=O)NN1 (configuration not stated) ?
HOP-62: 97; CCRF-CEM: 96; A549/ATCC: 92; UACC-62: 95; HOP-92: 90; M14: 104; RPMI-8226: 97

Results for COc1ccc(/C=N/C2=C(C#N)C(c3ccc(OC)cc3)c3ccc4ccccc4c3O2)cc1 (configuration not stated) ?
HOP-62: 67; EKVX: 85; CCRF-CEM: 77; A549/ATCC: 84; UACC-62: 58; HOP-92: 70; M14: 70; RPMI-8226: 82

How did Nc1ccc(Cl)cc1[N+](=O)[O-] do in these assays?
HOP-62: 94; EKVX: 118; CCRF-CEM: 27; A549/ATCC: 91; UACC-62: 101; HOP-92: 91; M14: 98; RPMI-8226: 87

Results for O=C(Nc1ccc(F)c(F)c1)c1n[nH]c(=O)c2ccccc12 ?
HOP-62: 90; EKVX: 107; CCRF-CEM: 100; A549/ATCC: 104; UACC-62: 95; HOP-92: 108; M14: 94

How did NC(N)=Nc1nc(CSCC/C(N)=N\S(N)(=O)=O)cs1 do in these assays?
HOP-62: 94; EKVX: 80; CCRF-CEM: 99; A549/ATCC: 101; UACC-62: 94; HOP-92: 104; M14: 107; RPMI-8226: 104

What do the screens show for `CC(=O)c1c(C)[nH]c2c1c(-c1ccc(C)o1)nc1ccccc12`?
HOP-62: 92; EKVX: 88; CCRF-CEM: 85; A549/ATCC: 91; UACC-62: 76; HOP-92: 95; M14: 90; RPMI-8226: 95

What do the screens show for `Cc1cc(=O)oc2cc(OCC(O)CNN3C(=O)c4cccc5c(N6CCN(c7ccccc7)CC6)ccc(c45)C3=O)ccc12` (configuration not stated)?
HOP-62: 112; EKVX: 92; CCRF-CEM: 98; A549/ATCC: 105; UACC-62: 103; HOP-92: 80; M14: 114; RPMI-8226: 83

What do the screens show for `COc1ccc(C2CC(=O)c3cc(OC)ccc3O2)cc1` (configuration not stated)?
HOP-62: 108; EKVX: 121; CCRF-CEM: 91; A549/ATCC: 103; UACC-62: 89; M14: 89

What do the screens show for `CCNc1nc2ccccc2c2c(=O)c3cccc(OC)c3sc12`?
HOP-62: 82; EKVX: 74; CCRF-CEM: 86; A549/ATCC: 96; UACC-62: 85; HOP-92: 82; M14: 104

Results for Fc1ccc2[nH]cc(SSc3c[nH]c4ccc(F)cc34)c2c1 ?
HOP-62: 32; EKVX: 14; CCRF-CEM: 16; A549/ATCC: 19; UACC-62: 64; HOP-92: -28*; M14: 53; RPMI-8226: -14*

How did O=c1[nH]n(-c2nnc3n2N=C(c2ccc(Cl)cc2)CS3)c(=O)c2ccccc12 do in these assays?
HOP-62: 96; EKVX: 93; CCRF-CEM: 102; A549/ATCC: 103; UACC-62: 97; HOP-92: 88; M14: 98; RPMI-8226: 99

Already shown: an excerpt of the list.
What do the screens show for `C=C(C)c1cc2c(cc1O)OCC2C` (configuration not stated)?
HOP-62: 98; EKVX: 94; CCRF-CEM: 93; A549/ATCC: 84; UACC-62: 100; HOP-92: 90; M14: 105; RPMI-8226: 91

What do the screens show for `CN(Cc1ccccc1)CC1CCCCC1=O` (configuration not stated)?
HOP-62: 94; EKVX: 99; CCRF-CEM: 102; A549/ATCC: 101; UACC-62: 108; HOP-92: 118; M14: 101; RPMI-8226: 99

How did Cc1cc(C)c(C2=NO[C@H]3c4ccccc4OC[C@@H]23)c(C)c1 do in these assays?
HOP-62: 93; A549/ATCC: 93; UACC-62: 99; HOP-92: 90; M14: 88; RPMI-8226: 98

How did C=C1CCC2C3(C)COC(C)(C)OC3CCC2(C)C1C/C=C1/C(=O)OCC1OC(C)=O (configuration not stated) do in these assays?
HOP-62: 112; EKVX: 53; A549/ATCC: 62; UACC-62: 42; HOP-92: 123; M14: 19; RPMI-8226: -42*

How did COc1cc2oc(-c3cccc(C(=O)Nc4ccc(Cl)cc4)c3)cc(=O)c2c(OCCNC(=O)[C@H](CCC(=O)OC(C)(C)C)NC(=O)OC(C)(C)C)c1OC do in these assays?
HOP-62: 95; EKVX: 91; CCRF-CEM: 95; A549/ATCC: 93; UACC-62: 82; HOP-92: 84; M14: 106; RPMI-8226: 78
